# Screening results (PubChem)
# Wnt bcat act – activators of Wnt/beta-catenin signaling; activation, % at 9.35 µM; Wnt/beta-catenin reporter cell assay, activator, plate reader; hit rate 1.2% among 300,000; in the data active = activation above about 30%, passing the limit was not always enough;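 note: 0% = neutral control wells and 100% = positive control wells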
# Tat export inh – E. coli Tat transport inhibition. AID 488895. hit rate 0.036% among 340,000. inhibition, % at 10 µM. E. coli MC4100 TorA-mCherry Tat export, fluorescence;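 active = mean replicate inhibition at least 50% and at least half of replicates individually reaching 50%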;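 note: exported cargo escapes ClpAP degradation while cytoplasmic cargo is degraded and loses fluorescence; 0% = median of neutral control wells and 100% = median of NaSCN control wells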
# CAL PDZ FP-1 – inhibitors of human CAL PDZ peptide binding. Q9HD26. purified CAL PDZ, TMR-peptide fluorescence polarization, 1 h. inhibition, % at 24.9 µM. hit rate 0.92% among 300,000. AID 602252;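 active = mean inhibition of at least 30% with at least half of replicates also reaching 30%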;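 note: 0% = DMSO neutral control and 100% = excess unlabeled competitor peptide PRC23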
# V-ATPase pHluor – alters yeast V-ATPase proton transport | hit rate 0.37% among 350,000 | S. cerevisiae, pHLuorin cytosolic pH fluorescence | response, % at 10 µM | AID 504577; in the data active = response mostly above about 7.3%, no sharp cut-off; inactive = mostly below about 5.4%; note: actives read high; inactives centre near 0; some compounds called inactive have numbers as strong as hits
# MITF TRPM1 HTS – increases MITF-driven TRPM1 promoter luciferase signal. hit rate 0.75% among 300,000. SK-MEL-5 TRPM1-promoter luciferase, 24 h; % of positive control, neutral wells = 0. activation, % at 12.5 µM. AID 588334;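 active = mean activation of at least 80% with every replicate also reaching 80%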;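 note: 0% = neutral control wells and 100% = parthenolide positive control wells; values of inactives mirror those of a sister screen read the other way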
# Rtt109 Vps75 – inhibitors of Candida albicans Rtt109/Vps75 histone acetyltransferase. Q5AAJ8. purified Rtt109/Vps75, ThioGlo CoA-SH fluorescence, 4 h. inhibition, % at 34.9 µM. hit rate 0.16% among 330,000;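 active = inhibition of at least 50% in every replicate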
# Target sequence (Q5AAJ8 whole entry, looked up): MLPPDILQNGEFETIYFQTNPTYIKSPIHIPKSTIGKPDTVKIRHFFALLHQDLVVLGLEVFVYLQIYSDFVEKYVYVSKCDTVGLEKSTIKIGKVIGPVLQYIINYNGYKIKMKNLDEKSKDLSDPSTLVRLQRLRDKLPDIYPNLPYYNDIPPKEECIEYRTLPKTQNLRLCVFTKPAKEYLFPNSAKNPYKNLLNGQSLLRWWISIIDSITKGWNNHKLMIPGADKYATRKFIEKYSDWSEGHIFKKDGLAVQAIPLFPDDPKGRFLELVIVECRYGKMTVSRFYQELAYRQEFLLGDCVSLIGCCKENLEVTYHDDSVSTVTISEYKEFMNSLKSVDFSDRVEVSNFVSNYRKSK
# dFosB act – activators of mouse delta FosB homodimer. AID 493131. activation, % at 25 µM. hit rate 0.99% among 340,000. P13346. purified delta FosB, TAMRA-CDK5 oligo fluorescence polarization; percent of positive-control signal above neutral wells;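 active = mean activation above about 17%, with every replicate also reaching it, limit read from the data, passing the limit was not always enough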;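 note: fluorescence polarization rise as delta FosB binds a TAMRA Cdk5 AP-1 oligo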
# Target sequence (P13346 whole entry, looked up): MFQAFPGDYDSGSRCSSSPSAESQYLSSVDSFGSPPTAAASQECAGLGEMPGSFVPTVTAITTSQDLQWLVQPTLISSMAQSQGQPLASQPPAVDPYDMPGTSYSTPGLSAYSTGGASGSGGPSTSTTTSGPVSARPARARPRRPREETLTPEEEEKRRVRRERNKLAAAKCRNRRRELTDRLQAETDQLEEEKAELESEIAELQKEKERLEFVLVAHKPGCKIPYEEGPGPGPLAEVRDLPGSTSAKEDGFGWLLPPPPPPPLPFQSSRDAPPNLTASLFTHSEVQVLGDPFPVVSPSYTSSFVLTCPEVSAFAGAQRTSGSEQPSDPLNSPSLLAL
# CDK5 inh – blocks human CDK5/p35 kinase activity; Q00535+Q15078; Recombinant CDK5/p35, ADP-Glo luminescence, 60 min; inhibition, % at 10 µM; hit rate 0.01% among 330,000;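 active = highest replicate inhibition of at least 50% and at least 75% of replicates reaching 50%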;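 note: plate controls were DMSO neutral control for no effect and GW8510 at 10 µM for full effect; many of its hits are not listed in these tables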
# cardiac RTF act – increases calcium sensitivity of human cardiac regulated thin filaments. IANBD-labeled TnC RTF fluorescence at EC20 calcium; 0% EC20 calcium, 100% full calcium. activation, % at 7.2 µM. P19429+P45379. AID 493008. hit rate 0.24% among 340,000;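 active = activation above the mean over all tested compounds plus 3 SD, cut at about 30% in these data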;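 note: rise in fluorescence read as greater calcium sensitivity of cardiac thin filaments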
# CAL PDZ FP-2 – inhibitors of human CAL PDZ peptide binding; Q9HD26; purified CAL PDZ, TMR-peptide fluorescence polarization, 1 h; inhibition, % at 20 µM; hit rate 0.02% among 330,000; AID 504414;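 active = highest replicate inhibition of at least 40%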;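 note: plate controls were DMSO neutral control wells for no effect and unlabeled competitor peptide control wells for full effect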
#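 Test system: tagged CAL PDZ domain / Buffer or medium: sodium phosphate/NaCl buffer pH 7.4 with TCEP, IgG, Thesit / Reagent: TMR-labelled reporter peptide T*-PRC34 bound in PDZ groove / Compound dosing: single point, 20 µM / Schedule: 1 h incubation at room temperature before polarization reading / Technique: fluorescence polarization (mP) / Benchmarks: unlabelled peptide, DMSO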
# The depositor's hits bear a star; / = no result given. An unsorted share of the library; any-hit rate near 4.1%.
Wnt bcat act	Tat export inh	CAL PDZ FP-1	V-ATPase pHluor	MITF TRPM1 HTS	Rtt109 Vps75	dFosB act	CDK5 inh	cardiac RTF act	CAL PDZ FP-2	smiles
-1	3	-2	0	/	-4	2	-2.0	-3	-1.6	CCn1nnc(NC(=O)c2ccco2)n1
-1	-6	3	1	4	18	-3	-1.1	1	-1.2	COc1ccc(/C=C/C(=O)NNc2cc(=O)n(C)c(=O)n2C)cc1OC
0	1	1	7	8	11	-2	0.7	-5	-0.8	Cc1ccc(C(=O)N2CCN(S(=O)(=O)c3ccc(Br)cc3)CC2)o1
0	-2	-2	-8	/	10	-1	1.9	0	-2.3	COc1cc(OC)cc(C(=O)NCC(=O)N2CCN(c3ccc(O)cc3)CC2)c1
3	-4	2	2	-10	-8	-7	-0.6	1	-2.1	Cc1cccc(Nc2c([N+](=O)[O-])c(=O)n(C)c3ccccc23)c1
9	-12	1	-9	-4	14	-8	1.5	2	-1.6	COc1ccc(NS(=O)(=O)NC(=O)c2c(C)n(C)c3ccccc23)cc1
-1	2	-7	0	-2	-5	5	0.0	-2	-0.1	CC(=O)C1=C(O)C(=O)N(Cc2ccccc2)C1c1ccc(F)cc1 (stereo unspecified)
-1	-3	0	-2	4	-5	-10	0.8	2	0.2	COC(=O)[C@]1(C)N[C@H](CN(C)C(C)=O)[C@@H]2C(=O)N(Cc3ccccc3)C(=O)[C@@H]21
1	12	/	-2	5	-1	5	0.9	2	-2.3	COc1ccc(C2=NOC(C(=O)N3CCOCC3)C2)cc1OC (stereo unspecified)
2	-7	-4	0	-6	-8	-1	-0.1	3	-1.0	O=C(NNC(=O)c1ccc(-c2ccccc2)cc1)Nc1ccccc1F
/	2	1	2	4	11	-8	0.2	4	-0.3	O=C(c1ccc(OCC2CCCO2)cc1)N1CCN(c2ccccc2)CC1 (stereo unspecified)
29	-3	1	2	-1	4	-14	0.8	-3	-1.7	Cc1cc(=O)n2[nH]c(-c3ccccc3)cc2n1
1	-2	/	-2	/	-6	-12	-0.2	5	-1.9	COc1ccc(CCNC(=O)c2cnc3ccccn3c2=O)cc1
0	7	-15	-4	12	-2	-6	0.6	0	-5.7	N#Cc1c(C(F)(F)F)cc(-c2ccc(Cl)cc2)[nH]c1=O
0	-1	-5	0	-4	4	-14	-1.0	-6	-0.4	Cc1cccc(C(=O)NCC(=O)NCCSc2ccc(Br)cc2)c1
-4	-8	-1	6	0	-6	4	-1.1	-6	-1.2	CCN1C(=O)N[C@@H](c2cccc(C(F)(F)F)c2)C(C(=O)OC)=C1C
5	-8	-6	-1	-9	-5	-5	0.3	4	-2.8	Cc1c(C)c2ccc(OCC(=O)N3CCN(c4ccc(F)cc4)CC3)c(C)c2oc1=O
8	-4	-6	-2	2	13	3	-1.7	2	-4.0	CSc1nnc(N2C(=O)C(O)=C(C(=O)c3ccco3)C2c2ccc(F)cc2)s1 (stereo unspecified)
/	-2	0	4	-4	1	4	3.0	1	-1.3	CCn1c2ccccc2c2cc(NC(C)=O)ccc21
-1	18	-2	-4	-11	10	8	3.7	-4	0.6	CS(=O)(=O)N(Cc1ccccc1)c1ccc(C(=O)Nc2ccc3c(c2)OCO3)cc1
-4	-2	/	1	/	-6	-7	-1.1	0	-1.3	CCOC(=O)C(=CNc1cc(Cl)c(-c2ccco2)c(Cl)c1)C(=O)OCC
3	-6	/	1	5	4	-8	2.9	5	-2.0	COc1ccc(-c2n[nH]c3c2CN(C(=O)c2ccccc2)CC3)cc1
/	-3	/	-1	-6	10	-3	7.3	4	-1.3	CCN(CC)S(=O)(=O)c1cc(NC(=O)Cn2cnc3ccccc3c2=O)ccc1C
6	-3	-1	2	/	-22	0	0.1	-6	-1.0	CSc1cc(-c2ccc(Cl)cc2)c(C(=O)NC(C)C)s1
/	-1	1	1	7	4	-4	3.2	-2	0.5	COc1cccc(NC(=O)CSc2nc3ccccc3c(=O)n2Cc2cccs2)c1
-2	1	-3	1	10	0	2	-3.2	2	-0.8	O=[N+]([O-])c1cc(S(=O)(=O)N2CCCC2)ccc1N/N=C1/CCCc2ccccc21
-5	23	-1	-2	-2	-4	-21	-2.7	11	-2.8	COc1ccccc1Oc1nc(-c2cccnc2)nc2ccccc12
/	-2	-1	-4	-3	2	2	-1.4	6	-1.9	O=C(O)C1CCCCC1C(=O)Nc1nccs1 (stereo unspecified)
3	8	62*	4	-20	-1	-14	-1.1	0	-0.6	O=S(=O)(c1cc(C(F)(F)F)ccc1Cl)N1CCN(c2ncnc3ccccc23)CC1
-1	5	5	2	-4	-9	-6	1.0	-10	-0.3	CC(NC(=O)c1ccc(Cl)s1)C1CCCO1 (stereo unspecified)
9	2	/	4	/	7	-4	-0.6	6	-0.2	COc1cc(/C=c2\s/c(=C(/C#N)C(=O)N3CCCC3)n(-c3ccccc3)c2=O)ccc1O
-1	2	-4	1	-6	1	-2	1.2	-16	-2.4	CCCn1ccc2c(OCC(=O)Nc3ccc(NC(C)=O)cc3)cccc2c1=O
/	-6	-4	-2	-16	-1	-4	1.6	3	-0.6	Cc1[nH]c2ccccc2c1/C=C/c1nc2ccccc2c(=O)n1-c1cccc([N+](=O)[O-])c1
-4	-2	-1	1	-12	-2	-10	-1.6	1	-2.5	Cc1cccc(OCc2nc3c4c(ncn3n2)-c2ccccc2CC42CCCC2)c1
-1	7	-4	-2	5	1	-2	0.5	7	-1.0	O=C(Nc1nnc(SCc2ccc(F)cc2)s1)c1cnccn1
-1	-5	-6	-1	-3	-5	3	0.3	2	-0.3	CC(=O)Nc1nnc(CCS(=O)(=O)c2ccc(Cl)cc2)s1
-4	4	10	2	-7	14	-9	-0.8	-10	-2.3	CC(C)[C@H](NC(=O)OCc1ccccc1)C(=O)OCC(=O)N1CCN(c2ccccc2)CC1
-2	2	7	-1	4	-2	1	1.8	-4	-0.1	CS(=O)(=O)N1CCCC(C(=O)NCCCN2CCN(Cc3ccccc3)CC2)C1 (stereo unspecified)
0	16	-1	2	3	0	-17	-1.0	3	0.1	Cc1ccc(-n2c(C)cc(/C=N/NC(=O)c3ccncc3)c2C)cc1C
-3	28	/	4	1	2	0	-1.5	2	2.9	COc1cc(/C=N/NC(=O)c2cc[n+]([O-])cc2)ccc1O
/	-10	/	3	/	-10	-35	-1.1	4	-2.1	COc1ccc2nc3oc(C(=O)NC4CCN(Cc5ccccc5)CC4)cc3cc2c1
-7	-10	4	-5	-9	4	2	1.4	17	-2.9	Cn1cccc1Cc1nnc(SCC(=O)Nc2ccc(F)cc2F)n1-c1ccc(F)cc1
0	4	/	-3	/	-10	2	6.0	-2	-2.2	CCOc1ccccc1Nc1cc(C)nc2ccc(C)cc12
9	-7	49*	0	-6	-5	4	0.2	16	/	Cc1ccc2c(CN3CCCc4ccccc43)cc(=O)oc2c1C
-1	-3	-2	-2	-3	4	2	1.0	-2	0.4	O=C(O)CCN1C(=O)C2C3C=CC(C2C1=O)C1C(=O)N(CCC(=O)O)C(=O)C31 (stereo unspecified)
/	-3	/	1	/	1	0	-2.1	-3	-0.3	c1ccc(SSc2ccccn2)nc1
-1	1	-7	1	/	-4	-3	2.3	-12	-0.9	O=[N+]([O-])c1ccc(CNc2cccc(Cl)c2)s1
/	4	/	-1	6	-32	-1	-0.6	1	-0.9	CCc1cc2c(=O)c(-c3nc4ccccc4n3C)c(C(C)C)oc2c(CN2CCN(C)CC2)c1O
-2	-4	-1	1	-4	-2	-10	-0.3	-3	-0.2	O=S(=O)(c1ccc2nc(N3CCN(c4ccc(F)cc4)CC3)ccc2c1)N1CCCCC1
-18	6	-2	2	28	6	-4	-3.4	5	-2.9	CCCCCCOc1ccc(OC(=O)c2cccnc2)cc1
/	-2	-1	-2	80	/	-13	0.7	2	-1.9	O=C(Cc1ccccc1F)OCC(=O)N1CCc2ccccc21
0	12	0	2	17	-3	-8	-0.2	-1	0.0	CC(C)c1ccc(OCC(=O)NC(C)c2ccccc2)cc1 (stereo unspecified)
3	-1	-2	-4	-4	38	-5	2.5	4	-2.0	CCN(CC1CCCO1)C(=O)CCc1nnc(CCc2ccc(OC)cc2)o1 (stereo unspecified)
-1	14	-5	3	13	-8	2	-0.9	6	-1.4	N#Cc1ccc(C(=O)Nc2nc(SCc3ccc(Cl)cc3)n[nH]2)cc1
-1	-6	4	1	-52	4	52*	1.8	-5	-2.8	CCN1CCN(c2ccc(S(=O)(=O)N3CCCCC3)cc2NC(=O)/C=C/c2ccc([N+](=O)[O-])cc2)CC1
3	-1	-3	2	-5	8	-6	-0.2	2	-0.2	COCc1c(C(=O)N2CCN(c3ncccn3)CC2)oc2ccccc12
-1	10	-4	-2	10	-2	-15	0.0	10	-3.1	COc1ccc(C)cc1N1CC(C(=O)OCc2nc(N)nc(Nc3ccccc3C)n2)CC1=O (stereo unspecified)

# Of the compounds above, 7 have an aryl thioether with sulfur outside any ring.
Wnt bcat act	Tat export inh	CAL PDZ FP-1	V-ATPase pHluor	MITF TRPM1 HTS	Rtt109 Vps75	dFosB act	CDK5 inh	cardiac RTF act	CAL PDZ FP-2	smiles
0	-1	-5	0	-4	4	-14	-1.0	-6	-0.4	Cc1cccc(C(=O)NCC(=O)NCCSc2ccc(Br)cc2)c1
8	-4	-6	-2	2	13	3	-1.7	2	-4.0	CSc1nnc(N2C(=O)C(O)=C(C(=O)c3ccco3)C2c2ccc(F)cc2)s1 (stereo unspecified)
6	-3	-1	2	/	-22	0	0.1	-6	-1.0	CSc1cc(-c2ccc(Cl)cc2)c(C(=O)NC(C)C)s1
/	-1	1	1	7	4	-4	3.2	-2	0.5	COc1cccc(NC(=O)CSc2nc3ccccc3c(=O)n2Cc2cccs2)c1
-1	7	-4	-2	5	1	-2	0.5	7	-1.0	O=C(Nc1nnc(SCc2ccc(F)cc2)s1)c1cnccn1
-7	-10	4	-5	-9	4	2	1.4	17	-2.9	Cn1cccc1Cc1nnc(SCC(=O)Nc2ccc(F)cc2F)n1-c1ccc(F)cc1
-1	14	-5	3	13	-8	2	-0.9	6	-1.4	N#Cc1ccc(C(=O)Nc2nc(SCc3ccc(Cl)cc3)n[nH]2)cc1
